Screening data as filed in PubChem BioAssay.
APJ agonist: APJ receptor agonism; CHO-K1 APJ PathHunter beta-arrestin, luminescence; 0% DMSO wells, 100% apelin; activation, % at 20 µM; hit rate 0.11% among 330,000;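 active = activation more than six SD over the plate average, tested at 20 µM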;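 note: 0% = DMSO alone and 100% = apelin-13 at 10 nM; some results filed as inactive read as strong as hits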
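Assay system: engineered CHO-K1 APJ arrestin reporter cells; Amount: 1000 CHO-K1 reporter cells seeded per well; Dosing: one dose, 20 µM compound, 1% DMSO; Times: compound stimulation 90 min at 25 °C, detection 60 min; Measured by: luminescent beta-gal fragment complementation, chemiluminescent substrate; Read-out: APJ–arrestin association signal; Controls: DMSO vs Apelin-13 10 nM.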
CCR6 antag: antagonists of human CCR6 receptor | AID 493098 | CHO-K1 CCR6 PathHunter beta-arrestin, luminescence, CCL20-stimulated | P51684 | inhibition, % at 20 µM | hit rate 0.49% among 340,000;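 active = compounds whose inhibition of the agonist-driven luminescence signal at 20 µM reaches about 50%, limit read from the data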;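 note: cells stimulated with CCL20 at 14 nM final; plate controls were DMSO with CCL20 for no effect and DMSO without agonist for full effect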
Target sequence (P51684 whole entry, looked up): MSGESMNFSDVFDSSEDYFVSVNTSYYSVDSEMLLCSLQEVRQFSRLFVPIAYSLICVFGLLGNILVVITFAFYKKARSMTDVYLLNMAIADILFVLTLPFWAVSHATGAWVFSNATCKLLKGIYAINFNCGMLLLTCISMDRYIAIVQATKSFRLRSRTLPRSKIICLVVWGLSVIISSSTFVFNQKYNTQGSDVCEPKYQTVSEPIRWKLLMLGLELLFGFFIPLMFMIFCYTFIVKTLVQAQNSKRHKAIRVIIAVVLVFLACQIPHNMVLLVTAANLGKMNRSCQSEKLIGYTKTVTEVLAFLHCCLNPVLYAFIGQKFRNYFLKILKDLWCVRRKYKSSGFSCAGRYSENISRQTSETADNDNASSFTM
CXCR6 inh: CXCR6 (human) receptor inhibition | inhibition, % at 20 µM | O00574 | hit rate 0.36% among 360,000 | CHO-K1 PathHunter CXCR6 beta-arrestin, luminescence; in the data active = inhibition above about 34%, passing the limit was not always enough;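 note: antagonist mode with CXCL16 agonist at 10 nM final; 0% = 10 nM CXCL16 with DMSO and 100% = unstimulated wells without agonist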
Target sequence (O00574 whole entry, looked up): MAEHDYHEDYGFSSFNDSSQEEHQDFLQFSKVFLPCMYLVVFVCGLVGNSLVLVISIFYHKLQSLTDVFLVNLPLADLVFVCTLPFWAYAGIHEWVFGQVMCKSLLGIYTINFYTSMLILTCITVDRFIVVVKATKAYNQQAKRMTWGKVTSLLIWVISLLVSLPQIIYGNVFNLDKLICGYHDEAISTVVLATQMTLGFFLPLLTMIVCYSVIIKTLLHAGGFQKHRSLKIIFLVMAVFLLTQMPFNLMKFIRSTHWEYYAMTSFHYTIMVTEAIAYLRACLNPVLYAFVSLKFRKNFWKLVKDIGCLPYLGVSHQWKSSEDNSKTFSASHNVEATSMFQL
tim23-1 inh: growth inhibitors of tim23-1 mutant yeast. S. cerevisiae tim23-1 growth, BacTiter-Glo luminescence, 24 h. inhibition, % at 20 µM. hit rate 1.3% among 330,000;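 active = growth inhibition of the mutant yeast at or above 50%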;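 note: temperature-sensitive mutant grown at 25 °C; plate controls were DMSO-treated mutant yeast for no effect and medium wells lacking yeast for full effect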
UPR XBP1 act: activators of adaptive arm of unfolded protein response (XBP1); activation, % at 20 µM; CHO-XBP1 luciferase reporter, IRE1-XBP1 UPR activation, luminescence; percent of tunicamycin response, DMSO as zero; AID 463104; hit rate 0.33% among 330,000;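 active = versus positive control, 20 µM dose yields 30% or more activation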;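 note: 100% = tunicamycin at 10 µg/mL and 0% = DMSO only wells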
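assay system = CHO-XBP1 luciferase reporter cells | amount = 1000 cells/well | buffer or medium = F12 plus 10% FBS | compound dosing = single point, 20 µM final compound, 1% DMSO | incubation = 16-18 h cell attachment at 37 °C, then 6 h compound exposure | detection = Steady-Glo luminescence read | controls = tunicamycin 10 µg/mL and vehicle-only wells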
Mdm2-MdmX inh: inhibitors of human Mdm2/MdmX interaction. SaOS-2 split-luciferase Mdm2/MdmX complementation, luminescence. hit rate 3% among 330,000. O15151+Q00987. inhibition, % at 8 µM;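 active = inhibition of at least 50% at 8 µM in the primary screen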
UPR CHOP act: activators of apoptotic arm of unfolded protein response (CHOP); activation, % at 10 µM; CHO-CHOP luciferase reporter, UPR activation, luminescence; percent of tunicamycin response over DMSO baseline; hit rate 0.34% among 330,000;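 active = at 10 µM dose, activation of 40% or more, normalized to positive control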;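 note: 100% = tunicamycin at 10 µg/mL and 0% = DMSO alone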
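System: CHO-CHOP luciferase reporter cell line | Buffer or medium: F12 medium containing 10% fetal bovine serum | Doses: One dose, 10 µM in 0.5% DMSO | Times: 6 h compound exposure at 37 °C after overnight seeding | Signal: Luciferase luminescence | Read-out: % activation vs tunicamycin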
APJ antag: APJ receptor antagonism; hit rate 0.32% among 330,000; AID 2521; P35414; inhibition, % at 20 µM; CHO-K1 APJ beta-arrestin complementation, luminescence;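 active = inhibition above about 40% at 20 µM, limit read from the data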;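 note: cells challenged with 10 nM apelin-13 agonist together with compound; plate controls were apelin-13 plus DMSO wells for no effect and DMSO wells lacking apelin-13 for full effect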
EBI2 antag: antagonists of human EBI2 receptor. P32249. EBI2 beta-arrestin recruitment, luminescence, 7a,25-OHC stimulated. inhibition, % at 5 µM. hit rate 0.81% among 360,000. AID 651636; in the data active = inhibition above about 38%;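 note: enzyme fragment complementation signal reports receptor beta-arrestin coupling in cells; 0% = agonist plus DMSO wells and 100% = wells without agonist; some results beyond the cut were filed as inactive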
Active calls of the source: *. An excerpt. The share of hits here may be higher or lower than overall.

Every second line gives: APJ agonist, CCR6 antag, CXCR6 inh, tim23-1 inh, UPR XBP1 act, Mdm2-MdmX inh, UPR CHOP act, APJ antag, EBI2 antag
CC(C)c1ccc(NC(=O)COC(=O)CC2CCCC2)cc1
  1.2, 7.6, 2.6, 34.0, 1.1, -0.8, 0.6, 5.0, 4.9
Cc1ccc(/C=C(\C#N)C(=O)Nc2c(C)cccc2C)s1
  -2.0, -5.5, -3.8, 29.6, -1.9, 30.2, 1.0, -2.4, -2.8
COc1ccc(/C=N/NC(=S)Nc2ccccc2)cc1COc1ccc(F)cc1F
  2.6, 2.9, -16.7, 5.2, -2.5, -18.9, 3.0, 10.1, 5.3
CCc1[nH]nc2c1C1(C(=O)N(Cc3ccccc3)c3ccccc31)C(C#N)=C(N)O2 (configuration not stated)
  -2.2, 1.0, -2.8, -0.7, -3.0, 10.0, -2.3, -1.9, 11.5
Cc1[nH]n(-c2ccccc2)c(=O)c1-c1cccc(Cl)c1
  -0.3, 6.9, 5.4, -80.1, -3.1, 2.4, 2.9, 16.0, 3.5
COCCNC(=O)c1ccccc1NC(=O)CSc1ccc(C)cc1
  -1.5, 8.9, -0.8, 6.3, -0.6, 16.5, 0.5, -22.9, 8.8
O=C(c1cccc([N+](=O)[O-])c1)N(c1ccccn1)c1ccccn1
  -2.5, 15.2, 8.2, 2.9, -1.3, -0.1, 6.3, -25.9, -8.4
COc1ccc2[nH]c(=O)c(CN(Cc3ccccc3)Cc3nnnn3CC3CCCO3)cc2c1 (configuration not stated)
  0.5, 10.7, 8.4, 11.1, 1.1, 11.0, 4.0, 10.9, -6.5
O=C(NCCCn1ccnc1)C(Cc1ccc([N+](=O)[O-])cc1)N1C(=O)c2ccccc2C1=O (configuration not stated)
  -3.9, 3.2, 8.7, -3.8, -1.3, 9.8, 1.3, 18.1, -4.8
CCc1ccc(C(=O)C[n+]2cccc3cc(OC)ccc32)cc1
  -0.5, 8.1, 0.9, -8.2, -2.5, 14.1, -0.1, 8.8, -1.3
Cn1c(=NC(=O)c2ccco2)sc2cccc(F)c21
  -4.7, 11.6, -2.1, -13.7, 0.3, -80.4, 5.5, -1.2, -1.8
COc1ccc(-c2nnc(SCC(=O)O)n2C)cc1OC
  -0.6, -6.0, 0.4, 11.9, 2.2, -7.4, 1.2, -13.5, -3.4
CC(C)[C@H](NC(=O)c1ccco1)C(=O)OCC(=O)Nc1ccccc1OC(F)F
  1.0, -0.1, -1.3, 19.4, -0.9, 8.4, 1.0, -6.6, -8.8
C=CCSc1nnc(NC(=O)CSc2nc3ccccc3[nH]2)s1
  -4.1, 7.7, 3.1, -12.9, -1.0, 1.5, -0.4, 23.9, 11.3
COc1ccccc1/C=C1\NC(=S)N(CC2CCCO2)C1=O (configuration not stated)
  -1.5, 10.1, 7.1, 26.4, -2.0, 13.6, 0.2, 21.7, 10.7

Seven compounds drawn at random from those above:
Every second line gives: APJ agonist, CCR6 antag, CXCR6 inh, tim23-1 inh, UPR XBP1 act, Mdm2-MdmX inh, UPR CHOP act, APJ antag, EBI2 antag
CC(C)[C@H](NC(=O)c1ccco1)C(=O)OCC(=O)Nc1ccccc1OC(F)F
  1.0, -0.1, -1.3, 19.4, -0.9, 8.4, 1.0, -6.6, -8.8
O=C(c1cccc([N+](=O)[O-])c1)N(c1ccccn1)c1ccccn1
  -2.5, 15.2, 8.2, 2.9, -1.3, -0.1, 6.3, -25.9, -8.4
COc1ccc(-c2nnc(SCC(=O)O)n2C)cc1OC
  -0.6, -6.0, 0.4, 11.9, 2.2, -7.4, 1.2, -13.5, -3.4
COCCNC(=O)c1ccccc1NC(=O)CSc1ccc(C)cc1
  -1.5, 8.9, -0.8, 6.3, -0.6, 16.5, 0.5, -22.9, 8.8
COc1ccc2[nH]c(=O)c(CN(Cc3ccccc3)Cc3nnnn3CC3CCCO3)cc2c1 (configuration not stated)
  0.5, 10.7, 8.4, 11.1, 1.1, 11.0, 4.0, 10.9, -6.5
C=CCSc1nnc(NC(=O)CSc2nc3ccccc3[nH]2)s1
  -4.1, 7.7, 3.1, -12.9, -1.0, 1.5, -0.4, 23.9, 11.3
Cc1[nH]n(-c2ccccc2)c(=O)c1-c1cccc(Cl)c1
  -0.3, 6.9, 5.4, -80.1, -3.1, 2.4, 2.9, 16.0, 3.5

Next section
Every second line gives: APJ agonist, CCR6 antag, CXCR6 inh, tim23-1 inh, UPR XBP1 act, Mdm2-MdmX inh, UPR CHOP act, APJ antag, EBI2 antag
Cc1ccc(N(CC(=O)NCC2CCCO2)C(=O)CCC(=O)Nc2ccccn2)cc1 (configuration not stated)
  0.9, 6.0, -5.9, 5.8, -2.0, 6.8, -2.3, -4.8, -6.7
C[C@H]1CN([C@@H](C)CO)C(=O)Cc2cc(NC(=O)CCN3CCOCC3)ccc2O[C@@H]1CN(C)Cc1ccc(Oc2ccccc2)cc1
  -2.0, 11.4, -0.6, 6.9, -1.2, 23.2, -1.3, -2.7, -1.8
Cc1ccc(-n2ncc3c2CCCC3NC(=O)CCn2ccnc2C)cc1C (configuration not stated)
  1.9, -0.4, 2.7, -5.8, -1.5, 15.2, -1.3, 10.4, 1.7
CN1CCCN(S(=O)(=O)c2cccc(C#N)c2)CC1
  0.8, 11.6, -2.7, 13.7, -4.3, 1.6, 0.2, 7.7, -3.0
COc1ccccc1-n1c(C)nc2cc(C(=O)NCC3CCCO3)ccc21 (configuration not stated)
  0.9, -5.2, -5.7, 20.6, -1.6, 7.1, 1.8, -13.5, -15.0
COCCNC(=O)/C(C#N)=C/c1nc(N(C)C)n(-c2ccc(F)cc2)c1Cl
  -2.2, -1.1, -7.4, 28.5, 0.1, -3.8, 3.2, 15.7, -1.1
O=C(Nc1ccc2c(c1)OCO2)OCc1ccccc1
  2.9, 8.1, -8.3, 21.5, -0.3, -154.8, 4.5, -18.3, 0.8
CC(NC(=O)CSC(=S)N1CCCC1)c1ccc(S(N)(=O)=O)cc1 (configuration not stated)
  10.8, 8.4, -4.8, 4.0, 0.2, 6.4, -0.6, 14.1, 0.9
OCCCNc1nc(-c2ccc(Cl)cc2)nnc1-c1ccccc1
  -2.7, 24.5, 2.2, 22.1, 1.3, -0.9, 2.5, -3.5, 13.6
COc1ccc(N2C(=O)/C(=C3/C=CC=CN3C)SC2=S)cc1
  -1.4, 26.0, 19.5, 4.9, 1.4, 10.3, 0.3, 7.3, 10.2
COc1ccc(-c2noc(CCCOc3ccc(Cl)cc3Cl)n2)cc1
  -3.9, 5.5, 2.4, 4.7, -1.4, -2.2, -2.4, 0.1, 6.8
O=C(NC1CCCC1)c1cc(-c2cccs2)on1
  -4.2, 15.5, -1.0, 16.2, 0.5, -115.4, 0.9, 0.0, 4.5
